Bioassay records: PubChem BioAssay, Sanford-Burnham Center for Chemical Genomics
EBI2 antag: blocks human EBI2 receptor beta-arrestin signaling | P32249 | EBI2 beta-arrestin recruitment, luminescence, 7a,25-OHC stimulated | inhibition, % at 5 µM | actives 0.81% (n = 360,000) | AID 651636; in the data active = inhibition above about 38%;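 also: enzyme fragment complementation signal reports receptor beta-arrestin coupling in cells; 0% = agonist plus DMSO wells and 100% = wells without agonist; some results beyond the cut were filed as inactive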
Target sequence (P32249 whole entry, looked up, the tested form may be a part): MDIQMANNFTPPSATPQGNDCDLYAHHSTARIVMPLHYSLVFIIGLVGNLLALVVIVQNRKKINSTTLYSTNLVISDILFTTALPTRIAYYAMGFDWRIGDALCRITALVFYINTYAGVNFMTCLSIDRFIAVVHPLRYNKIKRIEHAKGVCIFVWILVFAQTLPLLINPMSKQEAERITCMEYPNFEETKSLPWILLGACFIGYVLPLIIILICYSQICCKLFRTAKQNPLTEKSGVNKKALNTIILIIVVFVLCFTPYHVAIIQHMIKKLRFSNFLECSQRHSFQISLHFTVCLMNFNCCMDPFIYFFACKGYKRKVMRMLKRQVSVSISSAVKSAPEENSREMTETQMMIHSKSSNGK
CCR6 antagonist: blocks CCL20-driven beta-arrestin recruitment at human CCR6; P51684; CHO-K1 CCR6 PathHunter beta-arrestin, luminescence, CCL20-stimulated; inhibition, % at 20 µM; actives 0.49% (n = 340,000); AID 493098;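 active = compounds whose inhibition of the agonist-driven luminescence signal at 20 µM reaches about 50%, limit read from the data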;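 also: cells stimulated with CCL20 at 14 nM final; plate controls were DMSO with CCL20 for no effect and DMSO without agonist for full effect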
Target sequence (P51684 whole entry, looked up): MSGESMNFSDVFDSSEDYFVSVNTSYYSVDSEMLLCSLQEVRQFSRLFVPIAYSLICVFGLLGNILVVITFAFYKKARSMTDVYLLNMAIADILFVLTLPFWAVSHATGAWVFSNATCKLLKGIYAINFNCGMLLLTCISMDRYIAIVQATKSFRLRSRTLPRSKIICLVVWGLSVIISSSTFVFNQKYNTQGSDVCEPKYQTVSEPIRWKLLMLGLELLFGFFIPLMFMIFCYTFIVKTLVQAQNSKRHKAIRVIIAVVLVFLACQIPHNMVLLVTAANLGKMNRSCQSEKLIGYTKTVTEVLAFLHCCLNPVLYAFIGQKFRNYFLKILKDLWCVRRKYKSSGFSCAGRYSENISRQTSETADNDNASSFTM
Gli-Sufu antag: antagonists of Gli-Sufu signaling | Sufu-KO-LIGHT fibroblasts, Gli luciferase reporter luminescence | inhibition, % at 5 µM | actives 0.74% (n = 340,000);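 active = inhibition above about 55%, limit read from the data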;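 also: 0% = DMSO-treated cells and 100% = wells with medium but no cells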
CXCR6 inh: inhibitors of human CXCR6 receptor. inhibition, % at 20 µM. CHO-K1 PathHunter CXCR6 beta-arrestin, luminescence. actives 0.36% (n = 360,000). AID 602244; in the data active = inhibition above about 34%, passing the limit was not always enough;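 also: antagonist mode with CXCL16 agonist at 10 nM final; 0% = 10 nM CXCL16 with DMSO and 100% = unstimulated wells without agonist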
Target sequence (O00574 whole entry, looked up): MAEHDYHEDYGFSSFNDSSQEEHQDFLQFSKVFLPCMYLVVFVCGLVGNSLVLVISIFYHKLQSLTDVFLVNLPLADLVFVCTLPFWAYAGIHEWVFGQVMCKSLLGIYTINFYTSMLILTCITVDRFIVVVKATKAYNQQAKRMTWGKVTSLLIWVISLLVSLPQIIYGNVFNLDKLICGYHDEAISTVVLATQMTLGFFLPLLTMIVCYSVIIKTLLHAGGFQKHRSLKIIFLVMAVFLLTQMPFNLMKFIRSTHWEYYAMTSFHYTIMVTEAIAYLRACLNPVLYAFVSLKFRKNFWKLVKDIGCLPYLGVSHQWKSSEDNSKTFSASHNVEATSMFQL
Starred values were filed as active, the others as inactive; x = not tested or not shown. Some of the compounds tested; rates above refer to the full screens.

Order of values: EBI2 antag | CCR6 antagonist | Gli-Sufu antag | CXCR6 inh
- Cc1ccc(C(O)(C(=O)OC(C)C)C(O)c2ccccc2)cc1 (configuration not stated)
  -10 | x | x | x
- COc1ccc(CCN)cc1S(N)(=O)=O
  -6 | x | x | x
- C[C@@]12CC[C@@H](c3cc4c(cc3C1)OCO4)N2c1ccccc1
  15 | x | x | x
- Cc1ccc2c(c1)C1CN(C)CCC1N2C(=O)Cn1cnc2c1c(=O)n(C)c(=O)n2C (configuration not stated)
  x | -8 | -6 | x
- C[C@H](CO)N1C[C@H](C)[C@@H](CN(C)C(=O)Oc2ccccc2)OCc2cnnn2CCCC1=O
  -7 | x | x | 4
- O=c1[nH]c2ccccc2n1C1CCN(C(c2nnnn2C2CCCC2)C2CC2)CC1 (configuration not stated)
  15 | x | x | -5
- CN1C(=O)CN=C(c2ccc[nH]2)c2cc(Cl)ccc21 (tested in a mixture with another compound)
  16 | x | x | -4
- C/C=C1\NC(=O)[C@H](C)NC(=O)[C@@H](NC(=O)[C@H](Cc2ccc(O)cc2)NC(=O)[C@@H](NC(=O)/C(C)=C/C)C(C)C)[C@@H](C)OC(=O)[C@H](CCCc2ccc(O)cc2)NC(=O)[C@@H](CCC(=O)O)NC1=O
  -7 | x | x | -2
- COc1ccc(-n2nnnc2C(CCc2ccccc2)N2CCC3(CC2)C(=O)NCN3c2ccccc2)cc1 (configuration not stated)
  -2 | x | x | 0
- CC(C)CN1Cc2cc(-c3ccccc3)ccc2-n2nncc2C1
  -4 | x | x | -7
- CCOC(=O)C12C(=O)OCC1C2c1ccccc1 (configuration not stated)
  0 | x | x | 2
- Cc1ccc(-[n+]2c(Cc3nn(-c4ccccc4)c(C)[n+]3-c3ccc(C)cc3)nn(-c3ccccc3)c2C)cc1
  7 | x | x | -2
- C[C@@H]1CN([C@@H](C)CO)C(=O)CCCn2cc(nn2)CO[C@H]1CN(C)C(=O)Oc1cccc2ccccc12
  -1 | x | x | -2
- O=C1NCN(c2ccccc2)C12CCN(C(c1ccccc1OC(F)(F)F)c1nnnn1Cc1ccccc1)CC2 (configuration not stated)
  -9 | x | x | 8
- Cc1nc(-c2cccc(CN(C)C(=O)Oc3ccc([N+](=O)[O-])cc3)c2)no1
  6 | x | x | -5

Another view of 4 compounds above.
Structure: COc1ccc(CCN)cc1S(N)(=O)=O
- EBI2 antag = -6
- CCR6 antagonist = x
- Gli-Sufu antag = x
- CXCR6 inh = x
Structure: C[C@@]12CC[C@@H](c3cc4c(cc3C1)OCO4)N2c1ccccc1
- EBI2 antag = 15
- CCR6 antagonist = x
- Gli-Sufu antag = x
- CXCR6 inh = x
Structure: Cc1ccc2c(c1)C1CN(C)CCC1N2C(=O)Cn1cnc2c1c(=O)n(C)c(=O)n2C (configuration not stated)
- EBI2 antag = x
- CCR6 antagonist = -8
- Gli-Sufu antag = -6
- CXCR6 inh = x
Structure: C[C@H](CO)N1C[C@H](C)[C@@H](CN(C)C(=O)Oc2ccccc2)OCc2cnnn2CCCC1=O
- EBI2 antag = -7
- CCR6 antagonist = x
- Gli-Sufu antag = x
- CXCR6 inh = 4

(cont.)
Order of values: EBI2 antag | CCR6 antagonist | Gli-Sufu antag | CXCR6 inh
- CC(C)(C)C(=O)N1Cc2cc(N3CCOCC3)ccc2-n2nncc2C1
  -12 | x | x | 4
- O=C1C=C(N2CC2)c2ccccc2C1=O
  -25 | x | x | -4
- CC(C)COC(=O)N1Cc2ccccc2-n2nncc2C1
  7 | x | x | -1
- COC(=O)N1Cc2ccccc2-n2nncc2C1
  -4 | x | x | 5
- CCOC(=O)[C@]12Cc3cc(Cl)ccc3[C@H]1N(CC(=O)OC)C(=O)c1ccccc12
  -16 | x | x | -1
- O=C1NCN(c2ccccc2)C12CCN(C(c1nnnn1Cc1ccccc1)C1CC1)CC2 (configuration not stated)
  3 | x | x | 11
- Cc1cccc(C)c1-n1nnnc1C(c1cc2ccccc2o1)N1CCC(n2c(=O)[nH]c3ccccc32)CC1 (configuration not stated)
  18 | x | x | -1
- O=C1NCN(c2ccccc2)C12CCN(C(CCc1ccccc1)c1nnnn1C1CCCCC1)CC2 (configuration not stated)
  -10 | x | x | 2
- O=[N+]([O-])c1ccc(N(CCO)CCO)c2c1no[n+]2[O-]
  2 | x | x | 10
- COc1ccc2nc(-c3ccc(CN4CCC(n5c(=O)[nH]c6ccccc65)CC4)cc3)c(-c3ccccc3)nc2c1
  0 | x | x | 4
- C[C@]12CC[C@@H](O)C[C@@H]1CC[C@@H]1[C@@H]2CC[C@]2(C)C(=O)[C@H](O)C[C@@H]12
  0 | x | x | 1
- NC(Cc1ccc(F)cc1)c1csc(Nc2ncccn2)n1 (configuration not stated)
  -4 | x | x | -5
- OCC1OC(n2cnc3cc(Cl)c(Cl)cc32)C(O)C1O (configuration not stated)
  0 | x | x | 0
- COc1ccc(CCNCc2cc(OC)cc(OC)c2)cc1
  5 | x | x | -4
- COc1c(OP2(=S)OCC(C)(C)CO2)cnn(C2CCCCC2)c1=O
  4 | x | x | 7
- CCOC(=O)CNC(=O)N1Cc2cc(-c3cccc(F)c3)ccc2-n2nncc2C1
  -8 | x | x | 9
- O=C(Nc1ccc(C(=O)O)cc1)Oc1ccc(N(CCCl)CCCl)cc1
  -14 | x | x | -4
- COc1ccc(C(=O)OCC2CN2c2cccc([N+](=O)[O-])c2)cc1 (configuration not stated)
  -2 | x | x | 0
- COc1cccc(C(c2nnnn2C2CCCC2)N2CCC3(CC2)C(=O)NCN3c2ccccc2)c1OC (configuration not stated)
  -17 | x | x | 3
- CCCCn1nnnc1C(c1cccc(OC)c1OC)N1CCC2(CC1)C(=O)NCN2c1ccccc1 (configuration not stated)
  3 | x | x | 1
- O=S(=O)(c1cc(Cl)cc(Cl)c1)N1Cc2cc(-c3ccccc3)ccc2-n2nncc2C1
  24 | x | x | 6
- CCOC(=O)[C@]12Cc3cc(C)ccc3[C@H]1N(C(C)C)C(=O)c1ccccc12
  -20 | x | x | 6
- CSCCC(c1nnnn1-c1c(C)cccc1C)N1CCC2(CC1)C(=O)NCN2c1ccccc1 (configuration not stated)
  -2 | x | x | 9
- CCOC(=O)[C@]12Cc3cc(Cl)ccc3[C@H]1N(C1CCCCC1)C(=O)c1ccccc12
  76* | x | x | 21
- CC1(C)CC(=O)CC(C)(C)N1O
  3 | x | x | -10
- O=C(C1CCCCC1)N1Cc2ccccc2-n2nncc2C1
  -10 | x | x | -6
- S=C(NCCc1ccccc1)N1Cc2cc(-c3ccccc3)ccc2-n2nncc2C1
  3 | x | x | -5
- O=S1(=O)NCC2(CC2)CN1Cc1ccccc1
  -2 | x | x | -6
- CCC(c1nnnn1-c1ccc2c(c1)OCCO2)N1CCC2(CC1)C(=O)NCN2c1ccccc1 (configuration not stated)
  8 | x | x | 25
- Cc1ccc(OC(=O)N(C)C[C@H]2OCc3cnnn3CCCC(=O)N([C@@H](C)CO)C[C@H]2C)cc1
  -3 | x | x | -4
- CCC(c1nnnn1-c1ccc(OC)cc1)N1CCC(n2c(=O)[nH]c3ccccc32)CC1 (configuration not stated)
  1 | x | x | -13
- C[C@@H]1CN([C@@H](C)CO)C(=O)CCCn2nncc2CO[C@H]1CN(C)C(=O)Oc1cccc2ccccc12
  5 | x | x | 2
- O=C(CCc1ccccc1)N1Cc2cc(-c3cccc(F)c3)ccc2-n2nncc2C1
  16 | x | x | -4
- COc1cccc(C(c2nnnn2C(C)(C)C)N2CCC3(CC2)C(=O)NCN3c2ccccc2)c1OC (configuration not stated)
  7 | x | x | 2
- C[C@@H]1CN([C@H](C)CO)C(=O)CCCn2nncc2CO[C@@H]1CN(C)C(=O)Oc1cccc2ccccc12
  -4 | x | x | -2
- O=c1[nH]c2ccccc2n1C1CCN(C(c2ccnc3ccccc23)c2nnnn2-c2ccc3c(c2)OCCO3)CC1 (configuration not stated)
  -19 | x | x | 7
- O=C(NCC1=C(c2ccc3ccccc3c2)C[C@@H]2CC[C@H]1N2Cc1ccco1)c1ccc([N+](=O)[O-])cc1
  28 | x | x | 2
- CC(C)C[C@H]1COc2cc(N3CCN(C)CC3)ccc2S(=O)(=O)N1
  -3 | x | x | -3
- Cc1cccc(C)c1-n1nnnc1C(c1ccnc2ccccc12)N1CCC2(CC1)C(=O)NCN2c1ccccc1 (configuration not stated)
  24 | x | x | 5
- CC(=O)OC1CC2OC3C=C(C)CCC3(C)C1(C)C21CO1 (configuration not stated)
  27 | x | x | 3
- COC(=O)C1=C(c2cccc(OCc3ccccc3)c2)C[C@@H]2CC[C@H]1N2C
  4 | x | x | 4
- CCOC(=O)[C@]12Cc3ccccc3[C@H]1N(Cc1ccccc1)C(=O)c1cc(F)c(F)cc12
  4 | x | x | 9
- O=C(Cc1c(-c2ccccc2)nc2ccc(Br)cn12)N1CCCC1
  -12 | x | x | -3
- S=C(NCCc1ccccc1)N1Cc2ccccc2-n2nncc2C1
  31 | x | x | 2
- c1ccc(C2(NC3=NCCO3)CCCCC2)cc1
  -3 | x | x | 7

Later entries:
molecule	EBI2 antag	CCR6 antagonist	Gli-Sufu antag	CXCR6 inh
CSCCC(c1nnnn1-c1ccc2c(c1)OCCO2)N1CCC(n2c(=O)[nH]c3ccccc32)CC1 (configuration not stated)	-43	x	x	3
Oc1ccc(CCNCc2cc3c(cc2Br)OCO3)cc1	-5	x	x	3
COC(=O)CN(CCCl)P1(=O)OCCCN1CCCl (configuration not stated)	-7	x	x	0
C[C@]12CC[C@@H](O)CC1=CCC1C2CC[C@@]2(C)C1CC[C@@H]2O (some centres not stated)	-7	x	x	-3
CC(C)C1CN1CC(O)Cn1ccnc1[N+](=O)[O-] (configuration not stated)	-7	x	x	-4
COc1ccc(C2C3C=CC(C3)C2C(=O)O)cc1 (configuration not stated)	4	x	x	-3
O=c1[nH]c2ccccc2n1C1CCN(C(CCc2ccccc2)c2nnnn2C2CCCC2)CC1 (configuration not stated)	-14	x	x	5
CC(C)C1C(C#N)=C(N)Oc2c1c(=O)oc1ccccc21 (configuration not stated)	-1	x	x	0
COc1ccc(OC(=O)N(C)C[C@H]2OCc3cnnn3CCCC(=O)N([C@H](C)CO)C[C@@H]2C)cc1	-5	x	x	-5
c1ccc(N2[C@@H]3CC[C@H]2c2ccccc2C3)cc1	0	x	x	4
O=C1c2ccccc2-n2nnc(-c3ccccc3)c2C2c3ccccc3CCN12 (configuration not stated)	-11	x	x	2
Cc1ccc2c(c1)Oc1ccccc1N=C2	-6	x	x	-8
CCC(c1nnnn1C(C)(C)C)N1CCC2(CC1)C(=O)NCN2c1ccccc1 (configuration not stated)	-4	x	x	3
O=c1[nH]c2ccccc2n1C1CCN(C(c2ccccc2OC(F)(F)F)c2nnnn2Cc2ccccc2)CC1 (configuration not stated)	-23	x	x	4
CCOC(=O)[C@]12Cc3ccccc3[C@H]1N(CCC(=O)OC)C(=O)c1cc(OC)ccc12	11	x	x	-9
O=C1OCCC1C(=O)c1ccccc1 (configuration not stated)	0	x	x	-8
CCOC(=O)[C@]12Cc3cc(OC)ccc3[C@H]1N(CC(=O)OC)C(=O)c1cc(OC)ccc12	10	x	x	0
c1ccc2c(c1)CN(Cc1ccc3c(c1)OCO3)Cc1cnnn1-2	6	x	x	6
O=C1C(Br)C2CCC1C2C(=O)O (configuration not stated)	-10	x	x	-1
CC(C)(C)C(=O)N1Cc2cc(-c3ccccc3)ccc2-n2nncc2C1	4	x	x	-5
COc1ccc(-n2nnnc2C(c2cccc3ccccc23)N2CCC(n3c(=O)[nH]c4ccccc43)CC2)cc1 (configuration not stated)	11	x	x	4
CC(C)CN1Cc2cc(-c3cccc(F)c3)ccc2-n2nncc2C1	13	x	x	-6
O=NN(CCF)C(=O)NC1CCC(=O)NC1=O (configuration not stated)	-2	x	x	-4
O=C1NCN(c2ccccc2)C12CCN(C(c1ccnc3ccccc13)c1nnnn1C1CCCC1)CC2 (configuration not stated)	8	x	x	-3
CCOC(=O)C1(c2ccccc2)CCN(CCC(=O)Nc2ccc(OC)cc2)CC1	52*	x	x	-1
C[C@@H]1CN([C@H](C)CO)C(=O)CCCn2nncc2CO[C@H]1CN(C)C(=O)Oc1cccc2ccccc12	-7	x	x	6
C[C@]1(O)CCC2C3CC[C@H]4C[C@@H](OC(=O)[C@@H](N)CCCCN)CC[C@]4(C)C3CC[C@@]21C (some centres not stated)	-5	x	x	0
COc1nc2ccccc2nc1N1CC1	-6	x	x	0
O=C1NCN(c2ccccc2)C12CCN(C(c1ccnc3ccccc13)c1nnnn1-c1ccc3c(c1)OCCO3)CC2 (configuration not stated)	2	x	x	-6
CN1CCCC2c3ccccc3CCC21 (configuration not stated)	-18	x	x	4
O=C(CCc1ccccc1)N1Cc2cc(N3CCCCC3)ccc2-n2nncc2C1	9	x	x	12
CC(=O)CC(c1ccc2c(c1)OCO2)c1c(O)c2ccccc2oc1=O (configuration not stated)	-4	x	x	0
CC(=O)NCC1=C(c2ccc3ccccc3c2)C[C@@H]2CC[C@H]1N2Cc1ccco1	-8	x	x	-3
CCOC(=O)[C@]12Cc3cc(C)ccc3[C@H]1N(C1CCCCC1)C(=O)c1cc(OC)ccc12	76*	x	x	26
